MITF primary: inhibitors of human MITF; AlphaScreen MITF homodimerization, bead proximity signal; inhibition, % at 2.6 µM; actives 0.91% (n = 650,000); AID 1259374; in the data active = inhibition above about 50%;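 also: 0% = vehicle wells with protein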
FBW7 activator: activators of human E3 ligase FBW7 | AlphaScreen FBW7–phospho-cyclin E peptide binding, activator screen | normalized activity (activation), % at 26.1 µM | actives 0.13% (n = 650,000); in the data active = normalized activity above about 1.9%;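 also: purified mutant Fbw7 with reduced substrate affinity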
Target sequence (Q969H0 whole entry, looked up): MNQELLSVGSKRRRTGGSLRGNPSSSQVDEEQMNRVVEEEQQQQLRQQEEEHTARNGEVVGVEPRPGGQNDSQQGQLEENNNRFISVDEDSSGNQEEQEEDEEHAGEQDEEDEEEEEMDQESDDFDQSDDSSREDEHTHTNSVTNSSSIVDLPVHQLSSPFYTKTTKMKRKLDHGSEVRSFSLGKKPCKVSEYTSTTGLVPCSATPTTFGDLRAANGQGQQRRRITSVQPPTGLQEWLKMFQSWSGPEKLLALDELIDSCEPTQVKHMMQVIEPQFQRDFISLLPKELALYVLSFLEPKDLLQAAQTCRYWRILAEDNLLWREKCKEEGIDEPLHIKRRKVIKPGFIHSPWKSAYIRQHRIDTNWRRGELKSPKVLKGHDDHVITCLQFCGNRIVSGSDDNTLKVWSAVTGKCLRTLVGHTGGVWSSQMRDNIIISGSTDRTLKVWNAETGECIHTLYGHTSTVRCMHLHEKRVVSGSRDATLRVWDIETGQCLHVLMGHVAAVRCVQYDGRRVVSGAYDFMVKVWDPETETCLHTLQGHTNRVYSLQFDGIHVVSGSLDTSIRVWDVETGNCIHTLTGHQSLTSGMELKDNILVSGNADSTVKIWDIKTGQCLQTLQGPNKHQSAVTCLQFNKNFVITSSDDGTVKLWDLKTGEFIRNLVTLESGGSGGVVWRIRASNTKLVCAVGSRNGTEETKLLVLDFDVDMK
TEAD-YAP inh: TEAD-YAP interaction inhibition. HEK-TIYL cells, TEAD-Gal4/YAP UAS-luciferase luminescence. inhibition, % at 9.12 µM. actives 1.4% (n = 640,000); in the data active = inhibition above about 32%;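 also: 0% = median of test compound wells and 100% = reference inhibitor wells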
GPR151 ag: human GPR151 activation. Q8TDV0. PathHunter beta-arrestin GPR151 cells, luminescence. activation, % at 11.2 µM. actives 1% (n = 650,000); in the data active = activation above about 4.9%;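 also: 0% = median of compound wells and 100% = cells with positive control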
* hit, by the source's call; & = joins results of further samples.

SMILES | MITF primary | FBW7 activator | TEAD-YAP inh | GPR151 ag
COc1cc(-c2[nH]nc3c2C(c2cccc(OC(=O)c4ccco4)c2)C(C#N)=C(N)O3)cc(OC)c1OC (stereo not drawn) | -10 | 0.0 | 11 | 0.2
COc1ccc(N2C(=O)c3ccc(C(=O)Nc4ccc(NC(C)=O)cc4)cc3C2=O)cc1 | 8 | -0.1 | -1 | -1.2
COCc1nnc(NC(=O)CCCOc2ccc(C)cc2)s1 | 1 | 0.0 | 5 | 0.3
COc1cc(C2C([N+](=O)[O-])=C(N)Oc3cc(C)oc(=O)c32)ccc1O (stereo not drawn) | 13 | 0.5 | 2 | 2.0
CCC(=O)c1ccc(OCCCNCCN(C)C)cc1 | -8 | 0.0 | -5 | 1.5
Cc1noc2c1C(c1cccnc1)C1=C(CCCC1=O)N2 (stereo not drawn) | -8 | 0.0 | 4 | 0.1
COC(=O)c1sc(NC(=O)c2c(-c3ccccc3Cl)noc2C)nc1C | -5 | 0.0 | 2 | 0.5
NC(=O)CSc1nnc2n(Cc3ccc(F)cc3)c3ccccc3n12 | 6 | -0.2 | -4 | 0.7
N#C/C(=C\c1cccc([N+](=O)[O-])c1)c1nc2ncc(Br)cc2[nH]1 | 4 | 0.2 | -5 | 0.0
O=C(CSc1nc2ccccc2c(=O)n1CC1CCCO1)NCc1ccco1 (stereo not drawn) | 4 | 0.0 | 2 | 0.9
CCCCCc1c(C)nc(NCC2CCCO2)[nH]c1=O (stereo not drawn) | 5 | 0.0 | -5 | 0.1
Cc1ccccc1/[N+]([O-])=C/c1ccncc1 | 5 | -0.1 | 1 | -0.7
O=C(CSc1n[nH]c(-c2ccccc2)n1)Nc1nc2c(s1)CCCC2 | 12 | 0.0 | 12 | 1.3
CCN(CC)C(=O)C1CCN(S(=O)(=O)c2cccc3nsnc23)CC1 | -1&8 | 0.1&-0.1 | 9&0 | -1.3&4.9
CCCCCCCC(=O)N/N=C/c1ccccc1OC | -4 | 0.2 | 6 | 17*
Cn1ncc([N+](=O)[O-])c1C(=O)Nc1ccc(Cl)cc1Cl | 3 | -0.1 | 9 | 0.8
CCc1nc(SCC(=O)c2ccc(Cl)cc2Cl)c(C#N)c2c1CCCC2 | 6 | 0.0 | -1 | -1.9
CCOc1ccc(N2C(=O)CC(Nc3ccc(N4CCOCC4)cc3)C2=O)cc1 (stereo not drawn) | 2 | -0.2 | 3 | 0.2
C=CCn1c(=NC(=O)CN2C(=O)CCC2=O)sc2cccc(OC)c21 | -14 | 0.0 | 0 | 1.7
O=C(c1ccco1)N1N=C(c2c(-c3ccccc3)c3cc(Br)ccc3[nH]c2=O)CC1c1ccco1 (stereo not drawn) | -4 | -0.2 | 10 | 0.6
Cc1cc(C)c(C#N)c(N2CCN(c3ccc(Cl)cc3)CC2)n1 | -8 | -0.1 | 0 | 0.1
CC(=O)c1cn(-c2nonc2N)nn1 | -1 | 0.0 | 6 | 0.6
COc1cccc2c(=O)c(CN3CCCCC3)c(C)[nH]c12 | 5 | 0.3 | -4 | -0.7
O=C(CCCN1C(=O)CCC1=O)Nc1ccc(Cl)cc1Cl | -18 | 0.0 | 4 | -1.0
CCCCSc1nc(C)cc(Oc2ccc(=O)n(C)n2)n1 | -12 | -0.1 | -17 | -0.8

Going on with the list.
SMILES | MITF primary | FBW7 activator | TEAD-YAP inh | GPR151 ag
Cc1ccc(Nc2nc3ccccc3n3c(C)nnc23)cc1 | 1 | 0.1 | -2 | -0.1
Cc1cc(Nc2ccccc2)nc(Nc2ccncn2)n1 | 7 | 1.1 | -23 | -0.1
O=c1[nH]c(-c2ccc(O)cc2)nc2sc3c(c12)CCCC3 | 5 | -0.1 | 21 | -1.3
Cc1ccc(NC(=O)c2sc3ncnc(N4CCN(c5ccccc5)CC4)c3c2C)cc1F | 28 | -0.2 | 11 | -0.9
COc1cc(C)c(NC(=O)Cn2cc(C#N)c3ccccc32)cc1C | -9 | 0.1 | 15 | 3.2
CC(C)CNC(=O)C1CC(c2ccc(F)cc2)=NO1 (stereo not drawn) | 0 | -0.2 | -32 | -0.7
CCCCC(=O)NC(Nc1sc2c(c1C#N)CCCC2)(C(=O)OCC)C(F)(F)F (stereo not drawn) | 18 | 0.2 | 3 | -0.8
COCCNc1ncc(C(=O)OC)c2ccccc12 | 14 | 0.0 | 5 | 0.6
CCOC(=O)c1sc(NC(=O)COc2cccc(C)c2)c(C(=O)OCC)c1C | -11 | -0.1 | 5 | 1.6
Cc1cc(C)c2c(c1)-c1c(ssc1=S)C(C)(C)N2C(=O)CN1C(=O)c2ccccc2C1=O | 21 | -0.6 | 2 | 3.8
CCC1(CC)NC(=O)N(CC(=O)OCC(=O)Nc2cc(C)ccc2C)C1=O | 2 | 0.1 | -6 | 0.6
Cc1ccc(NC(=O)C(=O)NCC(c2ccc3c(c2)OCO3)N2CCN(C)CC2)cc1 (stereo not drawn) | -7 | -0.1 | -9 | 0.7
Cc1ccc(S(=O)(=O)N(C)CC(=O)O/N=C(\N)c2cccc([N+](=O)[O-])c2)cc1 | -6 | 0.0 | 1 | -0.2
O=C(O)c1cccc(NC(=O)c2ccc(S(=O)(=O)c3ccccc3)cc2)c1 | 8 | 0.1 | -1 | -1.7
Nc1ncc(Br)cc1S(=O)(=O)NCc1ccccc1Cl | 5 | 0.1 | 5 | -0.3
CC(=O)Oc1ccccc1C(=O)N1CCc2ccccc21 | -1 | -0.2 | -11 | 3.0
COc1ccc(C2CC(c3cc(Br)ccc3F)n3nnnc3N2)cc1 (stereo not drawn) | 5 | 0.1 | 14 | -1.1
COc1cc(C(=O)N2CCN=C2SCc2cccc([N+](=O)[O-])c2)cc(OC)c1OC | 12 | 1.0 | -18 | -0.5
COC(=O)c1c(C)oc2ccc(N(C(=O)c3ccncc3)S(=O)(=O)c3ccc(Cl)cc3)cc12 | 12 | 0.1 | 4 | 2.3
COc1ccccc1C(=O)Nc1cc(-c2nc3cc(C(C)C)ccc3o2)ccc1Cl | 0 | 0.0 | 35* | 0.4
Cc1ccc(C(=O)Nc2cc3c(oc2=O)CC(C)(C)CC3=O)cc1 | 5 | -0.1 | -7 | 0.0
O=C(c1ccc2c(c1)N(Cc1ccccc1F)C(=O)c1ccccc1S2)N1CCOCC1 | 15 | 0.1 | -3 | -0.2
CC1CCc2c(sc3nc(-c4ccccc4Cl)oc(=O)c23)C1 (stereo not drawn) | 2 | 0.3 | -3 | -0.1
C/C=C/c1cnc(-c2cccnc2)nc1C1CCN(C(=O)C2=CCCC2)CC1 | -5 | 0.0 | 5 | -0.1
Cc1c(C(=O)N2CCC(C)CC2)sc2ncn(CC(=O)N3CCCC(C)C3)c(=O)c12 (stereo not drawn) | 6 | 0.1 | -7 | -0.8

Looked up by compound from above:
SMILES | MITF primary | FBW7 activator | TEAD-YAP inh | GPR151 ag
Cc1cc(Nc2ccccc2)nc(Nc2ccncn2)n1 | 7 | 1.1 | -23 | -0.1
COC(=O)c1c(C)oc2ccc(N(C(=O)c3ccncc3)S(=O)(=O)c3ccc(Cl)cc3)cc12 | 12 | 0.1 | 4 | 2.3

(listing goes on)
SMILES | MITF primary | FBW7 activator | TEAD-YAP inh | GPR151 ag
OC(c1ccco1)c1nccc2ccccc12 (stereo not drawn) | -8 | 0.2 | -4 | 0.0
CCCCOc1ccccc1C1CC(=O)Nc2cc(OC)c(OC)c(OC)c21 (stereo not drawn) | -6 | -0.2 | 7 | -0.7
COc1cc(/C=N/NC(=O)c2ccccc2Cl)cc(OC)c1OC | 11 | 0.0 | -14 | -1.4
CCCOc1ccccc1/C=N/NS(=O)(=O)c1ccc(Cl)cc1 | -15 | 0.1 | -2 | 0.8
O=C(CSc1nc2sc3c(c2c(=O)[nH]1)CCCC3)N1CCCC1 | -8 | 0.1 | -3 | -0.6
CC(C)OC(=O)c1c(NC(=O)c2cccc(C(F)(F)F)c2)sc2c1CCCC2 | -1 | 0.4 | 6 | 3.4
Oc1oc(-c2ccccc2)cc1C=Nc1ccccc1 | 3 | -0.2 | 3 | -0.9
CNC(=O)c1c(NC(=O)c2ccc(C(=O)OC)cc2)sc(C)c1C | -5 | -0.1 | -12 | 1.1
O=C(O)c1cc(N2C(=O)C3CCCCC3C2=O)ccc1N1CCOCC1 (stereo not drawn) | -8 | 0.0 | 6 | 0.9
O=C1N(Cc2cccnc2)C[C@@H]2C[C@@H](c3cccc(-n4cccn4)c3)N3CCC[C@@]123 | 10 | -0.3 | 3 | 1.2
COC(=O)c1c(NC(=O)Cn2nc([N+](=O)[O-])c(Br)c2C)sc2c1CCC(C(C)(C)C)C2 (stereo not drawn) | -5 | -0.1 | 5 | 0.9
COCc1cc(C)nc2sc3c(c12)NC(c1ccc([N+](=O)[O-])cc1)NC3=O (stereo not drawn) | -3 | -0.3 | 4 | -0.1
O=C(/C=C/c1ccccc1)NC(=S)NNS(=O)(=O)c1ccccc1 | 11 | 0.0 | -27 | 0.6
NS(=O)(=O)c1ccc(N2C(=O)/C(=C\C=C\c3ccccc3)SC2=S)cc1 | 7 | 0.1 | -6 | 0.6
COc1cccc(CNC(=O)C2C3C=CC(C3)C2c2nc3ccccc3c(=O)[nH]2)c1 (stereo not drawn) | 6 | 0.0 | 4 | 0.5
O=C(Nc1ccon1)c1cccc(S(=O)(=O)N2CCCCC2)c1 | 9 | 0.0 | -1 | -1.2
C[C@@H]1CN(C(=O)c2nc3ccc(Cl)cn3c2CN(C)CCc2cnn(C)c2)C[C@H](C)O1 | -10 | -0.1 | 1 | -0.5
C=CCNc1nnc(Sc2ncccc2[N+](=O)[O-])s1 | 2 | 0.0 | 1 | 0.8
CC(C)N1CCc2c(sc(NC(=O)c3ccc([N+](=O)[O-])o3)c2C(N)=O)C1 | 2 | -0.1 | 29 | -1.5
CCCCOC(=O)c1cccc(NC(=O)c2cc3ccccc3oc2=O)c1 | -3 | -0.3 | -27 | 0.0
O=C1C2CC(c3ccccc3)=C3C4C=CC(C5C(=O)N(c6ccc(Cl)c(Cl)c6)C(=O)C45)C3C2C(=O)N1c1ccc(Cl)c(Cl)c1 (stereo not drawn) | 4 | 0.1 | -4 | -1.0
CC1(C)CC(=O)C2=C(C1)Nc1ccccc1NC2c1cccnc1 (stereo not drawn) | 6 | -0.2 | -5 | 0.0
CCCN(CCC)c1ccc(/C=N\N=C(\C)c2nnn(-c3nonc3N)c2C)cc1 | 6 | 0.0 | 5 | 1.3
COc1ccc(-c2noc(CC(=O)N3CCN(c4cccc(Cl)c4)CC3)n2)cc1 | -4 | 0.1 | -8 | -3.3
COc1ccc([N+](=O)[O-])cc1NC(=O)CSc1cc(=O)n(C)c2ccccc12 | 11 | -0.1 | -2 | 0.0

Among those listed so far, these have a COOH group.
SMILES | MITF primary | FBW7 activator | TEAD-YAP inh | GPR151 ag
O=C(O)c1cccc(NC(=O)c2ccc(S(=O)(=O)c3ccccc3)cc2)c1 | 8 | 0.1 | -1 | -1.7
O=C(O)c1cc(N2C(=O)C3CCCCC3C2=O)ccc1N1CCOCC1 (stereo not drawn) | -8 | 0.0 | 6 | 0.9

Of the compounds above, these contain bromine.
SMILES | MITF primary | FBW7 activator | TEAD-YAP inh | GPR151 ag
N#C/C(=C\c1cccc([N+](=O)[O-])c1)c1nc2ncc(Br)cc2[nH]1 | 4 | 0.2 | -5 | 0.0
O=C(c1ccco1)N1N=C(c2c(-c3ccccc3)c3cc(Br)ccc3[nH]c2=O)CC1c1ccco1 (stereo not drawn) | -4 | -0.2 | 10 | 0.6
Nc1ncc(Br)cc1S(=O)(=O)NCc1ccccc1Cl | 5 | 0.1 | 5 | -0.3
COc1ccc(C2CC(c3cc(Br)ccc3F)n3nnnc3N2)cc1 (stereo not drawn) | 5 | 0.1 | 14 | -1.1
COC(=O)c1c(NC(=O)Cn2nc([N+](=O)[O-])c(Br)c2C)sc2c1CCC(C(C)(C)C)C2 (stereo not drawn) | -5 | -0.1 | 5 | 0.9

(more compounds)
SMILES | MITF primary | FBW7 activator | TEAD-YAP inh | GPR151 ag
O=C1CCCN1CCn1cnc2c(NCc3nc4ccccc4[nH]3)nc(N3CCCC3CO)nc21 (stereo not drawn) | 5 | 0.1 | 8 | -0.9
COc1ccc(-n2nc([N+](=O)[O-])c(=Nc3cccc(C)c3)n2O)cc1 | 16 | -0.4 | 14 | 0.5
Cn1c(N)c(S(=O)(=O)Nc2ccc(F)cc2)c(=O)n(C)c1=O | 7 | 0.0 | 5 | -1.1
CCCC(=O)Nc1nnc(SCC(=O)Nc2ccc(C)cc2)s1 | 2 | -0.1 | -3 | 0.2
COc1ccc(CCN=C(N)NS(=O)(=O)c2ccc(F)cc2)cc1OC | 0 | -0.1 | -9 | 0.5
CSc1ncc(C(=O)Nc2cccc(F)c2)c(C)n1 | 10 | 0.1 | -2 | 0.1
COC(=O)c1nnc(Nc2ccc(Oc3ccccc3)cc2)c2ccccc12 | 8 | -0.1 | 13 | -1.2
CCN(CC(=O)Nc1ccc2c(c1)OCCO2)CC(=O)Nc1sc2c(c1C#N)CCC2 | 0 | 0.0 | 6 | 2.8
O=C(OC1CCCCC1)c1ccc2c(c1)C1C=CCC1C(C(=O)O)N2 (stereo not drawn) | 35 | 0.0 | 4 | -1.6
Cc1c(OCC(=O)OCC(C)C)ccc2c3c(c(=O)oc12)CCC3 | -1 | 0.1 | 3 | -0.3
COc1cc(OC)cc(C(=O)N2CCN(C3CCC(c4ccccc4)CC3)CC2)c1 (stereo not drawn) | 34 | 0.6 | 13 | -0.8
Fc1ccc(NC2=NCCCCC2)cc1 | 6 | 0.0 | -2 | -0.4
CC(CC(=O)Nc1ccc2c(c1)OCO2)c1ccccc1 (stereo not drawn) | 14 | 0.0 | -31 | -0.9

Source: PubChem BioAssay

Rows were taken by chance; any-hit rate near 3.5%.
